Screening data deposited in PubChem by several laboratories.
EBV gp42 block – inhibitors of Epstein-Barr virus glycoprotein 42; Q1HVG2; Fluorescence polarization binding assay, mP read-out; hit rate 0.42% among 220,000; inhibition, % (tested at 21.74 µM); AID 1085; in the data active = inhibition above about 50%
Target sequence (Q1HVG2 whole entry, looked up): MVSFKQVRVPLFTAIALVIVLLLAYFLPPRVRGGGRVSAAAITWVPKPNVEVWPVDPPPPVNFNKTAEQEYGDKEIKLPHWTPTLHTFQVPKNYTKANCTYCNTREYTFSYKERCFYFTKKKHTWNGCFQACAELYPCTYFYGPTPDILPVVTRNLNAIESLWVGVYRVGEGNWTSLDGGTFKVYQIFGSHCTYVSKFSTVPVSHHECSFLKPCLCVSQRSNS
zfTRPN1 agonist – zebrafish TRPN1 (NompC) channel agonism | activation, % at 3 µM | HEK293 zebrafish TRPN1-YFP, Fluo-8 calcium fluorescence; 100% = response to 87 µM carbachol | hit rate 0.18% among 220,000;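 active = activation above its plate's cutoff, the mean activation of test wells on that plate plus 3 SD, cut at about 19% in these data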;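 also: 0% = DMSO alone and 100% = 87 µM carbachol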
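Material: zebrafish TRPN1-YFP in HEK293 cells. Doses: one dose of 3 µM, 0.3% DMSO. Incubation: dye 1 h 37 °C plus 30 min RT. Measured by: intracellular calcium fluorescence with Fluo-8.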
NCF1 inh – blocks human p47phox regulatory protein of NADPH oxidases. AID 1274. inhibition, % at 24.7 µM. hit rate 0.53% among 220,000. P14598. p47phox/p22phox peptide binding, fluorescence polarization, 2 h;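 active = inhibition above about 30%, limit read from the data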;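 also: 0% = p47phox with labelled peptide and 100% = labelled peptide alone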
Target sequence (P14598 whole entry, looked up): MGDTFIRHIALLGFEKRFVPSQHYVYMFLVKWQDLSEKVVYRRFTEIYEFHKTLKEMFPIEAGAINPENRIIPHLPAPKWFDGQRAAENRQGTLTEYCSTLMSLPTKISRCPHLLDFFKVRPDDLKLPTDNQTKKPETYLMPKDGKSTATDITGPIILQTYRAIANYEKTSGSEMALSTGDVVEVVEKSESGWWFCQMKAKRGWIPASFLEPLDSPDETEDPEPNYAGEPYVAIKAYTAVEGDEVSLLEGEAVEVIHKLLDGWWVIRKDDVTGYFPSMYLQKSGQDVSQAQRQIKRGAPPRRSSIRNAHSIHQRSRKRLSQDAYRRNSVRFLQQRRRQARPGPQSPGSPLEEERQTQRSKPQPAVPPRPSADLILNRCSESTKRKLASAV
PPC-1+TRAIL kill – PPC-1 cancer cell killing with TRAIL present; PPC-1 cells + TRAIL, ATPLite viability luminescence; cell killing (% activity), % at 4 µM; hit rate 0.41% among 220,000; AID 1443;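 active = cell killing above 50% in the first pass at 4 µM, then a duplicate retest at 5 µM averaging 50% or more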;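 also: plate controls were cells with TRAIL plus DMSO for no effect and medium-only wells lacking cells for full effect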
MDM2 E3 inh – Mdm2 E3 ligase (human) inhibition | Q00987 | cell-based MDM2 ubiquitination luciferase reporter, 2 h; 0 = plate control, 100 = twice control, blank-subtracted | signal enhancement, % at 5 µM | hit rate 0.11% among 210,000;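 active = signal enhancement of 30% or more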;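 also: luminescence tracks abundance of the self-degrading MDM2-luciferase fusion protein; higher signal means inhibition of MDM2 E3 ligase activity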
Target sequence (Q00987 whole entry, looked up, the tested form may be a part): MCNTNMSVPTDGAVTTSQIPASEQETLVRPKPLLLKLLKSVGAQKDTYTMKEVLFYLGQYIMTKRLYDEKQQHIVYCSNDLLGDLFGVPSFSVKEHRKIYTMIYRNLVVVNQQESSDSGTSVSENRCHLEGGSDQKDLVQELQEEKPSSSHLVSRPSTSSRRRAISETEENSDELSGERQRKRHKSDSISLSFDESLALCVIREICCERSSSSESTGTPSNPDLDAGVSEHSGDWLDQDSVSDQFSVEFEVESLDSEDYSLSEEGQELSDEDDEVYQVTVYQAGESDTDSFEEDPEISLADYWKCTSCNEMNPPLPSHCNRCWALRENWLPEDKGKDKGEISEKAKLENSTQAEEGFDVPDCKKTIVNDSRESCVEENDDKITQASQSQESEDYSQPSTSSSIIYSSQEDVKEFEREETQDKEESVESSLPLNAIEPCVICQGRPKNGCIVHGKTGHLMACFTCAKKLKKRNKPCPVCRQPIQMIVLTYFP
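Buffer or medium: Cells held in DMEM | Assay system: Stable mammalian line carrying autodegrading MDM2–luciferase fusion reporter | Quantity: 2000 cells/well | Times: 4 h settle plus 2 h compound, 37 °C | Doses: One concentration, 5 µM, with 0.2% DMSO | Technique: Luminescence with SteadyLite reagent, 15 min at room temperature | Benchmarks: Plate controls and plate blanks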
TRPML3 agonist – human mucolipin-3 channel agonism. AID 1448. activation, % at 3 µM. HEK293 TRPML3-YFP, Fluo-8 calcium fluorescence; 100% = the carbachol control signal. hit rate 0.29% among 220,000;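 active = activation above its plate's cutoff, the mean activation of the plate's test wells plus 3 SD, cut at about 12% in these data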;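 also: 0% = DMSO only wells and 100% = carbachol wells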
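Test system: HEK293 cells stably carrying human TRPML3-YFP; Doses: single dose, 3 µM final nominal compound, 0.3% DMSO final; Schedule: dye loading 1 h 37 °C then 30 min ambient, 125 s read; Technique: Fluo-8 calcium fluorescence; Benchmarks: high control carbachol 87 µM, low control DMSO.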
CHOP inhibitor – inhibitors of CHOP induction in ER stress response; CHO-K1 CHOP-promoter luciferase, tunicamycin-induced, 15-18 h; inhibition, % at 10 µM; hit rate 3.8% among 220,000;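 active = compounds that reduced the stress-induced luciferase reporter signal by more than about 70% of percent inhibition, limit read from the data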;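 also: 0% = tunicamycin plus vehicle and 100% = wells without tunicamycin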
Runt-SMMHC FRET – inhibitors of human RUNX1 Runt domain binding to CBFb-SMMHC; Q01196+Q13951; Cerulean-Runt/Venus-CBFb-SMMHC FRET ratio 530/480, 1 h; inhibition, % at 20 µM; hit rate 0.74% among 220,000;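 active = mean inhibition across duplicate retests at 20 µM reaching about 50%, limit read from the data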;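 also: 0% = DMSO wells and 100% = wells with excess untagged CBFb-SMMHC; inhibitors lower the FRET ratio by blocking Runt binding to CBFb-SMMHC; some results filed as inactive read as strong as hits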
TNF death inh – blocks TNF-alpha induced death of Jurkat FADD-/- cells. hit rate 0.068% among 220,000. activation (protection from cell death), % at 10 µM. Jurkat FADD-/- TNF necroptosis rescue, ATP luminescence, 24 h; 0 = TNF only, 100 = no-TNF cells. AID 463075;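 active = activation, meaning protection from cell death, of at least 50% relative to plate controls; inactive = activation below 50%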;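 also: necroptosis triggered by 40 ng/mL TNF-alpha added together with compound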
* = called active by the depositor; x = not tested or not shown.

1) S=c1[nH]ncn1/N=C/c1ccccc1
2) O=C(O)Cc1ccc2[nH]c3ccc(CC(=O)O)cc3c2c1
3) CCC(C)(C)n1nnnc1C(c1ccc(C)cc1)N1CCCC1 (centres undefined)
4) Cn1c(N)c(C(=O)N/N=C/c2ccccc2)sc1=S
5) CCOC(=O)c1c(NC(=O)Cn2nc(C(=O)O)c3ccccc3c2=O)sc(CC)c1C
6) COc1ccc(N2CCN(C(=O)NC3CCCCC3)CC2)cc1
7) CCOc1ccc(CC(C(=O)NN)C(=O)NN)cc1CN(C)C
8) O=C1CC(SC2=NCCS2)C(=O)N1c1cccc(Cl)c1Cl (centres undefined)
assay / entry	1	2	3	4	5	6	7	8
EBV gp42 block	-4	7	3	-6	-4	-11	-14	2
zfTRPN1 agonist	0.3	0.5	-1.3	0.6	1.9	-0.2	0.6	1.8
NCF1 inh	-4	-9	-4	-14	-16	6	1	-11
PPC-1+TRAIL kill	3	13	-2	16	3	28	-3	x
MDM2 E3 inh	-7	-17	-13	-4	0	-3	-6	-1
TRPML3 agonist	-0.5	0.9	-1.3	0.5	-0.2	1.0	0.4	1.2
CHOP inhibitor	14	65	62	45	37	19	-8	-11
Runt-SMMHC FRET	3	-3	5	2	1	2	-2	-1
TNF death inh	-0.3	-2.9	-1.1	5.0	0.2	-1.7	1.4	0.3

9) C=CCOCC(O)CS(=O)(=O)Cc1ccc(Cl)cc1 (centres undefined)
10) Cn1nc(C(F)(F)F)c(C(=O)Nc2cccc(C(F)(F)F)c2)c1SCc1ccc(Cl)cc1
11) CC(C)c1nnc(NC(=O)CSc2nnc(NC(=O)c3c(F)cccc3F)s2)s1
12) COc1nc(SCC(=O)Nc2ccccc2Cl)nc(N(C)C)n1
13) Cc1cc(C(=O)c2cnc(/N=C/N(C)C)s2)cc(C)c1O
14) Cn1c(NNC(=O)C2CCCCC2)cc(=O)n(C)c1=O
15) COC(=O)c1ccc2c(=O)n(CCCCCC(=O)NCCNC(C)=O)c(=O)[nH]c2c1
16) CCOC(=O)N1CCC(N2CC34C=CC(O3)C(C(=O)Nc3ccc(OCC)cc3)C4C2=O)CC1 (centres undefined)
assay / entry	9	10	11	12	13	14	15	16
EBV gp42 block	-5	-13	-3	-16	-5	9	-11	-18
zfTRPN1 agonist	-1.0	0.0	-0.9	-1.0	-0.3	1.4	0.3	0.6
NCF1 inh	-10	-15	-4	0	13	-1	-9	-8
PPC-1+TRAIL kill	3	4	5	-23	23	-10	11	-19
MDM2 E3 inh	-14	-8	-21	-14	-17	-3	-10	-15
TRPML3 agonist	0.4	1.8	0.1	-0.1	0.7	0.8	1.2	0.2
CHOP inhibitor	14	81*	-13	-1	39	16	10	-1
Runt-SMMHC FRET	4	1	4	-3	26	37	1	2
TNF death inh	0.1	-3.6	0.0	2.2	-4.8	0.4	-0.2	0.4

17) CCCN(CCC)CCCNC(=O)c1cc2c(=O)n(C)c3ccccc3c2n1C
18) O=C(CCN1CCN(CCO)CC1)Nc1ccc(Br)cc1
19) COc1ccc(C2C(C(=O)N3CCOCC3)=C(C)NC3=C2C(=O)CC(C)(C)C3)c(OC)c1 (centres undefined)
20) O=C(COC(=O)c1nn(-c2ccccc2)c(=O)c2ccccc12)NC1CCS(=O)(=O)C1 (centres undefined)
21) Cc1ccc(NC(=S)N(CCN(C)C)C(C)c2cccnc2)cc1 (centres undefined)
22) O=C(NC1CCS(=O)(=O)C1)c1cccc(S(=O)(=O)N2CCOCC2)c1 (centres undefined)
23) CN(Cc1ccccc1)C(=O)COC(=O)Cn1cnc2ccccc21
24) Cc1nc(-c2ccccn2)nc(SCC(=O)c2ccc(F)cc2)c1Cl
assay / entry	17	18	19	20	21	22	23	24
EBV gp42 block	-20	-22	-14	-9	-10	-7	-4	2
zfTRPN1 agonist	0.3	0.6	-1.1	0.1	-0.3	-0.1	3.3	-1.7
NCF1 inh	-11	-4	-4	3	-3	-16	1	-1
PPC-1+TRAIL kill	31	6	8	6	4	7	4	20
MDM2 E3 inh	-18	6	-9	-11	-12	0	21	-20
TRPML3 agonist	1.0	0.4	-0.3	0.0	0.8	0.4	1.8	-0.7
CHOP inhibitor	36	-10	4	12	6	13	-2	6
Runt-SMMHC FRET	-1	-1	10	-2	-1	-3	-2	-2
TNF death inh	3.5	3.5	-3.7	0.7	0.3	-1.3	0.9	0.1

25) COC(=O)/C=C1\SC(=NC(=O)c2cccc(Cl)c2)NC1=O
26) CCOC(=O)c1ccc(NC(=O)CC2SCCNC2=O)cc1 (centres undefined)
27) CC(=O)N(C)c1ccc(NC(=O)C(Sc2ccccc2)c2ccccc2)cc1 (centres undefined)
28) Cc1ccc(C(CC(=O)c2ccco2)SCCO)cc1 (centres undefined)
29) O=C1CCC(C(=O)NCc2ccc3c(c2)OCO3)N1 (centres undefined)
30) COc1ccc(-c2noc(CSc3nc4ccccc4c(=O)n3-c3ccccc3)n2)cc1
31) O=C(CCCn1c(=S)[nH]c2cc3c(cc2c1=O)OCO3)N1CCN(c2ccccn2)CC1
32) CCOC(=O)Nc1ccc(Cc2ccncc2)cc1
assay / entry	25	26	27	28	29	30	31	32
EBV gp42 block	-25	-6	-15	7	-4	-2	-28	-7
zfTRPN1 agonist	1.0	2.1	-0.8	-1.8	0.4	-0.6	-0.2	0.4
NCF1 inh	-16	-9	-7	-9	-1	-24	-18	2
PPC-1+TRAIL kill	11	12	-1	13	-8	9	14	14
MDM2 E3 inh	-9	-8	-4	-11	-3	7	-6	-3
TRPML3 agonist	0.2	0.6	-0.8	-0.1	1.3	0.7	-1.2	1.2
CHOP inhibitor	-31	24	-11	-6	11	46	32	15
Runt-SMMHC FRET	-8	2	-8	4	4	-2	6	-2
TNF death inh	-2.6	-1.0	0.6	-11	0.8	-1.5	-9.4	0.6

33) NC(=O)c1cnn(C2CCS(=O)(=O)C2)c1 (centres undefined)
34) CCOc1ccc(NC(=O)c2cc3c(C)nc4ccccc4c3o2)cc1
35) CC1CN(CCCSc2ccc(Cl)cc2)CC(C)O1 (centres undefined)
36) Cn1ccnc1C1CCCCN1C(=O)c1cc(COc2ccc(F)cc2Cl)on1 (centres undefined)
37) CCc1ccccc1N(CC(=O)N/N=C/c1ccc(OC(=O)OC)c(OC)c1)S(C)(=O)=O
38) Cc1ccccc1NC(=S)NCC(c1cccnc1)N(C)C (centres undefined)
39) Cc1nc(NCCc2ccc(S(N)(=O)=O)cc2)c2c3c(sc2n1)CCC3
40) O=C(O)CCc1nn2c3ccccc3n(Cc3ccccc3F)c2nc1=O
assay / entry	33	34	35	36	37	38	39	40
EBV gp42 block	3	55*	-3	4	-10	-1	-13	-7
zfTRPN1 agonist	0.5	-0.1	0.7	1.4	-0.8	0.4	0.1	-0.3
NCF1 inh	-8	14	-7	0	-15	-7	-31	-2
PPC-1+TRAIL kill	16	26	16	9	4	0	21	1
MDM2 E3 inh	-2	-6	-11	-3	-1	-7	-7	-6
TRPML3 agonist	0.7	0.8	0.1	0.7	-0.2	-0.1	-0.6	0.6
CHOP inhibitor	14	-7	2	52	23	15	62	-6
Runt-SMMHC FRET	2	6	0	2	2	-2	1	3
TNF death inh	1.1	-6.7	-0.8	0.7	-1.7	1.0	0.9	0.3

41) O=C(Cc1ccccc1)c1c[nH]c(C(=O)O)c1
42) O=[N+]([O-])/C(=C\Nc1ccccc1)S(=O)(=O)c1ccccc1
43) O=C(O)CCCCCN=C1CCc2ccccc2N1
44) CCOc1cc(/C=N/NC(=O)COc2ccccc2C)ccc1OC(=O)c1cccs1
45) Brc1ccc(C2Nc3cccc4cccc(c34)N2)s1
46) CCCCCCOC(=O)c1ccccc1NC(=O)/C=C/C(=O)O
47) COc1ccc(/C=C/C(=O)c2ccc3ccccc3c2O)cc1CN1CCOCC1
48) Cc1nc(N)c(Cc2ccccc2F)c(N)n1
assay / entry	41	42	43	44	45	46	47	48
EBV gp42 block	4	4	-11	-13	-5	-20	2	-7
zfTRPN1 agonist	0.9	-0.5	1.0	0.6	-1.3	1.2	0.0	1.1
NCF1 inh	4	-14	-2	-8	2	-4	-24	-1
PPC-1+TRAIL kill	-5	11	-30	13	-2	13	8	-18
MDM2 E3 inh	-25	-8	-7	-30	-11	-18	-7	0
TRPML3 agonist	0.6	0.6	0.3	-0.3	-0.2	-0.1	-0.1	0.2
CHOP inhibitor	-3	19	-11	76*	104*	-7	-22	59
Runt-SMMHC FRET	0	-1	0	-5	-30	-4	-4	2
TNF death inh	0.0	-0.6	1.1	-0.2	-1.9	-3.7	2.7	1.1

Random excerpt: 2 records from the list, in no set order.
47) COc1ccc(/C=C/C(=O)c2ccc3ccccc3c2O)cc1CN1CCOCC1
43) O=C(O)CCCCCN=C1CCc2ccccc2N1
assay / entry	47	43
EBV gp42 block	2	-11
zfTRPN1 agonist	0.0	1.0
NCF1 inh	-24	-2
PPC-1+TRAIL kill	8	-30
MDM2 E3 inh	-7	-7
TRPML3 agonist	-0.1	0.3
CHOP inhibitor	-22	-11
Runt-SMMHC FRET	-4	0
TNF death inh	2.7	1.1

(list continues)
49) O=C(c1cccc(C(F)(F)F)c1)C1CCCN(C(=O)CCc2cnccn2)C1 (centres undefined)
50) COc1ccc(C2c3c(oc4ccccc4c3=O)C(=O)N2c2ccccn2)cc1OC (centres undefined)
51) COc1cc2[nH]c(C(=O)NN)c(N)c2cc1OC
52) CC(C)=CC(=O)N1CCCc2ccccc21
53) Cc1cc(NC(=O)c2ccc(NC(=O)CC(C)C)cc2)no1
54) Cc1c(C)[n+](=O)c2c(n1[O-])CCCCC2
55) O=C(Cc1cccs1)N/N=C/c1ccccc1
56) S=C(NCC1CCCO1)n1nnc2ccccc21 (centres undefined)
57) Cc1noc(C)c1C(=O)N1CCN(C(=O)c2sc3cc(Cl)ccc3c2Cl)CC1
58) CC(=O)c1cccc(NC(=O)C2CCN(S(C)(=O)=O)CC2)c1
59) Cc1ccccc1/C(N)=N/OC(=O)/C=C/c1ccccc1
assay / entry	49	50	51	52	53	54	55	56	57	58	59
EBV gp42 block	-4	-6	-11	-2	-28	-2	-11	x	-1	-14	-19
zfTRPN1 agonist	0.5	2.2	0.1	-0.6	2.0	0.7	-0.9	0.8	1.2	1.2	1.0
NCF1 inh	-7	-2	-7	-9	5	-15	-3	x	-3	2	-7
PPC-1+TRAIL kill	17	6	-10	23	-12	15	11	13	0	-4	10
MDM2 E3 inh	4	-5	-7	7	0	3	1	x	-4	0	-18
TRPML3 agonist	0.8	1.0	0.6	0.7	0.5	1.2	0.9	0.2	0.6	0.3	0.7
CHOP inhibitor	-2	7	1	4	-22	-3	-34	x	12	10	0
Runt-SMMHC FRET	3	2	-1	-1	-2	-4	2	-8	-1	0	1
TNF death inh	0.2	-0.3	-2.5	-1.4	4.4	-1.1	3.6	-2.0	-1.4	0.3	-2.0
